Caspase-1 inhib: qHTS Assay for Allosteric/Competitive Inhibitors of Caspase-1. Caspase-1 enzyme, Ac-WEHD-AFC fluorogenic rate. Potency, µM (highest dose often 57.5 µM), for inactives: top-dose activity change, negative = inhibition, hits mostly inhibitors. actives 0.03% (n = 75,000);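 also: potency is read from the fitted curve at half-maximal effect; plate controls were vehicle for no effect and no substrate for full effect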
USP2a inh: qHTS Assay for Inhibitors of Ubiquitin-specific Protease USP2a; Ubiquitin carboxyl-terminal hydrolase 2 (Homo sapiens), O75604; USP2a enzymatic assay, qHTS inhibition; Potency, µM (top dose mostly 38.3 µM), inactives show top-dose activity change, negative = inhibition, most hits filed as inhibitors; actives 0.1% (n = 60,000);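 also: potency is read from the fitted curve at half-maximal effect; nearly all actives have a fitted effect of over 60% in size; plate controls were DMSO for no effect and NEM full inhibition control for full effect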
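Coupled readout: USP2-cleaved Ub-PLA2 (20nM final) turns over NBD C6-HPC (20uM final), Ex 460nm/Em 535nm after 2.5 h, time-zero read flagging artifacts. Enzyme (20nM final, pH 8.0 Tris) given 30 min RT with compound first; NEM defines full inhibition.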
HEK293 cAMP cs: qHTS Assay for Agonists of the Thyroid Stimulating Hormone Receptor: Activators of Intracellular cAMP Concentrations in Parental HEK 293 | Potency, µM (titrated, usually from 57.1 µM), without a hit: at the top dose activation, hits mostly activators | actives 2.5% (n = 73,000) | AID 938, 2007 | parental HEK293 CNG cAMP sensor, membrane potential fluorescence; also: potency is read from the fitted curve at half-maximal effect; % of control where 0% means no effect; nearly all actives have a fitted effect of over 55% in size
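Parental HEK 293 cells stably expressing a modified CNG channel (no TSHR) report cAMP rise as membrane depolarization. Membrane potential dye with 100 uM RO 20-1724 was loaded for 60 min at room temperature, then compound added for 30 min; fluorescence read at 590 nm.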
GFP derepression: qHTS Assay for Epigenetic Modulators; actives 0.09% (n = 68,000); mouse C127i GFP locus derepression, cytometry, 30 h; Potency, µM (highest dose often 46.1 µM), for inactives: at the top dose GFP derepression (activation); AID 597, 2007; also: % of control where 0% means no effect
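Murine C127i mammary cells carrying a silenced, stably integrated CMV-driven GFP reporter were treated with compound for 30 hours at 37 C. After PBS washes, GFP-positive cells were counted by laser-scanning microplate cytometry.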
Caspase-7 inhib: qHTS Assay for Allosteric/Competitive Inhibitors of Caspase-7 | P55210 | recombinant caspase-7, Ac-DEVD-AFC fluorescence rate | Potency, µM (doses to about 57.5 µM), inactives show top-dose activity change, negative = inhibition, usual class: inhibitors | actives 0.02% (n = 75,000) | AID 889, 2007; active = well fitted inhibition curve with a large enough effect in the main read-out, with a control signal flat, not every such curve was filed as active; inconclusive = small, poorly fitted or top-dose-only effect, or a change in a side signal; also: potency is read from the fitted curve at half-maximal effect; % of control where 0% means no effect
Fluorescein autfl: qHTS Assay for Spectroscopic Profiling in Fluorescein Spectral Region. actives 0.91% (n = 59,000). AID 593, 2007. max fluorescein-equivalent concentration, M. Compound autofluorescence, 480/540 nm, fluorescein-equivalent; stronger effect = higher value; in the data active = max fluorescein-equivalent concentration above about 10 nM; inconclusive = between about 1.1 nM and that limit
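First, buffer (100 mM Tris, pH 8.0) dispensed; second, compounds and fluorescein standards pinned in; third, 15 min room-temperature incubation; finally, imaging at ex 480 nm/em 540 nm. Fluorescence normalized against the six-point fluorescein curve.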
UbGFP stabilizer: Ubiquitin-GFP Assay; Ubiquitin-GFP reporter cells, proteasome inhibition, GFP fluorescence; response scale: untreated = 0%, 10 µM MG-132 = 100%; Potency, µM (series often up to 45.9 µM), for inactives: top-dose activation (GFP accumulation), hits mostly activators; 67,000 tested, under 10 active; active = well fitted activation curve with a large enough effect, not every such curve was filed as active; inconclusive = small, poorly fitted or top-dose-only effect, or another doubt; inactive = no such curve, though single readings can be large or run the other way; also: potency is read from the fitted curve at half-maximal effect
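Proteasome block read as GFP accumulation: ubiquitin(G76V)-GFP U2OS cells exposed to compound (2.9 nM–46 uM) for 4 hr at 37 C. Normalization used untreated cells as 0% and 10 uM MG-132 as 100%; concentration-response curves fitted.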
BRCT PPI red: qHTS Assay for Inhibitors of BRCT-Phosphoprotein Interaction (Red Fluorophore). Breast cancer type 1 susceptibility protein (Homo sapiens), P38398. BRCT-phosphopeptide binding, red fluorescence polarization. Potency, µM (titrated, usually from 76.9 µM), for inactives: top-dose activity change, negative = inhibition, usual class: inhibitors. actives 0.03% (n = 75,000). AID 892, 2007; also: % is scaled to controls: 0 for no effect and ±100 for the full control effect
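Rhodamine-labelled pBACH1 10-mer (100 nM) bound to BRCT domain (100 nM) at pH 7.3; compounds incubated 12 min room temperature, polarization read. Free peptide defines full inhibition; unlabelled decapeptide titrated as control.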
BRCT PPI green: qHTS Assay for Inhibitors of BRCT-Phosphoprotein Interaction (Green Fluorophore); actives 0.05% (n = 75,000); Breast cancer type 1 susceptibility protein (Homo sapiens), P38398; BRCA1 BRCT-phosphopeptide binding, green fluorescence polarization; Potency, µM (top dose mostly 76.9 µM), without a hit: at the highest dose activity change, negative = inhibition, usual class: inhibitors;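 also: potency is read from the fitted curve at half-maximal effect; plate controls were peptide without protein for full effect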
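Fluorescence polarization: His-tagged BRCT (~35 kDa BRCA1 C-terminus, 250 nM) bound to 100 nM fluorescein-labeled phosphorylated 10-aa BACH1 peptide, pH 7.3 phosphate buffer with DTT and Tween 20. Compounds incubated 12 min at room temperature; inhibition read as lowered polarization.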
4MU fluor: qHTS Assay for Spectroscopic Profiling in 4-MU Spectral Region | compound autofluorescence, 340/450 nm, 4-MU equivalents; stronger effect = higher value | max dye-equivalent concentration, M | actives 11% (n = 59,000) | AID 589, 2007; in the data active = max dye-equivalent concentration above about 10 nM; inconclusive = mostly about 1.1 nM to 9.6 nM
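Compounds in 100 mM Tris, pH 8.0, sat 15 min at room temperature before fluorescence was read at 340 nm excitation/450 nm emission; a per-plate six-point 4-MU standard curve converted signals to dye-equivalent concentration at each compound concentration.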
A350 autofl: qHTS Assay for Spectroscopic Profiling in A350 Spectral Region; AID 590, 2007; actives 11% (n = 59,000); max dye-equivalent concentration, M; Compound autofluorescence, 340/450 nm, Alexa 350 dye-equivalents; stronger effect = higher value; in the data active = max dye-equivalent concentration above about 10 nM; inconclusive = mostly about 1.1 nM to 9.6 nM
Starred values were filed as active, the others as inactive; i = inactive; ? = inconclusive; / = not tested or not shown; & = joins results of further samples; [ ] = another dose, or the depositor's remark. Unless noted, calls follow the shape of the dose curve; as a rule, active = well fitted curve in the direction sought with a large enough effect; inconclusive = small, poorly fitted or top-dose-only effect, or another doubt; inactive = no such curve, though single readings can be large; an effect the other way counts as inactive or inconclusive.

SMILES	Caspase-1 inhib	USP2a inh	HEK293 cAMP cs	GFP derepression	Caspase-7 inhib	Fluorescein autfl	UbGFP stabilizer	BRCT PPI red	BRCT PPI green	4MU fluor	A350 autofl
Cc1ccc(O)c(C2=NOC(O)(C(F)(F)C(F)F)C2)c1 (stereo not drawn)	1%	/	-4%	/	2%	/	/	1.1%	-3.0%	/	/
CC1CC(=O)N(CC(=O)N2CCCC2)c2ccccc2S1 (stereo not drawn)	-1%	/	-1%	/	-2%	/	/	-1.4%	-4.8%	/	/
COC(=O)Cn1c2ccc(F)cc2c2nc(C)sc21	-11%	15%	5%	0%	-1%	?	0%	1.3%	-1.1%	i	?
O=C(Nc1ccccc1)N(CCCN1CCOCC1)Cc1cc2cc3c(cc2[nH]c1=O)OCCO3	-1%	1%	11%	?	5%	?	-2%	2.0%	-0.8%	2.6e-07M*	3.7e-07M*
COCCCN1C(=O)c2ccc(C(=O)NCc3ccco3)cc2C1=O	-2%	-18%	4%	0%	-1%	?	5%	-0.8%	-3.7%	1.5e-08M*	2e-08M*
COc1ccc(NC(=O)CN2CCN(S(=O)(=O)c3ccc(Cl)cc3)CC2)cc1Cl	-5%	/	18%	/	-4%	/	/	-0.3%	-2.7%	/	/
COc1ccc(NC(=O)CN2CCN(CC(=O)Nc3ccc(OC)c(OC)c3)CC2)cc1	-1%	10%	8%	1%	-1%	?	9%	-1.1%	-0.3%	i	i
COc1ccccc1N1C(=O)c2ccccc2NC1c1ccncc1 (stereo not drawn)	-5%	-3%	15%	-1%	-4%	?	1%	-1.4%	-0.3%	3.9e-07M*	4.5e-07M*
O=C(CS(=O)(=O)Cc1ccccc1)Nc1ncccn1	-5%	-3%	4%	0%	0%	i	0%	-2.1%	-2.0%	i	i
O=C(O)/C=C/c1cccc(B(O)O)c1	0%	/	5%	/	-2%	/	/	-0.4%	-3.1%	/	/
Cn1c(N)c(C(=O)COC(=O)Cc2ccsc2)c(=O)n(C)c1=O	2%	-6%	-9%	1%	5%	?	4%	-3.1%	0.2%	i	i
c1ccc(CCc2cccnc2)nc1	-2%[11.5 µM]	/	4%[11.4 µM]	3%[9.22 µM]	-2%[11.5 µM]	?	6%[9.17 µM]	-0.1%[15.4 µM]	-2.0%[15.4 µM]	i	i
CCOC(=O)CSc1nnc(CNC(=O)c2ccc(S(=O)(=O)N3CCCC3)cc2)n1C	-1%	1%	-5%[2.29 µM]	2%	-1%	i	20%	-1.0%	-0.4%	i	i
COc1ccc(C(=O)N2CCC(C(=O)Nc3ccccc3OC)CC2)cc1	0%	9%	4%	8%	4%	i	-5%	0.0%	1.0%	i	i
CCOC(=O)c1[nH]c2cc(OC)c(OC)cc2c1NC(=O)c1nonc1C	-7%	/	-2%	/	-9%	/	/	1.3%	-1.3%	/	/
COc1ccc(-c2nnc(SCC(=O)c3[nH]c(C)c(C(C)=O)c3C)o2)cc1	0%	32%[activator]	20%	-3%	0%	?	7%	-2.0%	-1.0%	i	i
COc1ccc(CCNC(=O)CSc2nnc(-c3cccc(C)c3)o2)cc1OC	-1%	/	8%	-1%	-2%	i	-2%	1.6%	0.8%	i	i
COc1cc(C(=O)Nc2ccc(N(C)C)cc2)cc(OC)c1OC	-1%	5%	-10%	2%	-1%	/	-7%	0.6%	-2.1%	/	/
CCOC(=O)C1=C(C)NC(C)=C(C(=O)OC)[C@H]1c1cccc([N+](=O)[O-])c1	6%	5%	-15%&-10%	-1%&0%	-4%	i	3%&2%	-3.8%	-3.1%	i	i
CC(O)c1nc2ccccc2n1C1CCCCC1 (stereo not drawn)	0%	5%	-3%	2%	-1%	i	1%	-0.2%	-0.8%	i	i
CCc1ccc(C(=O)N2CCN(c3ccc(F)cc3)CC2)s1	0%	0%	?	-2%	-2%	?	-2%	-0.9%	-1.6%	i	i
Cc1cc(N2CCN(S(=O)(=O)Cc3ccccc3)CC2)n2ncnc2n1	-1%	5%	2%	-2%	1%	i	0%	1.0%	-0.8%	i	i
CC1(C)Cn2c(nnc2-c2cccc(O)c2)S1	0%	3%	0%	2%	0%	i	-3%	-0.1%	-0.3%	i	i
Cc1nc2c(ccc3nc(NC(=O)c4ccc(S(=O)(=O)N(C)C)cc4)sc32)s1	0%	28%	22%	-2%	0%	i	1%	-1.3%	-0.3%	9.3e-08M*	9.9e-08M*

Some entries already given, showing only 4MU fluor, BRCT PPI green and A350 autofl.
SMILES,4MU fluor,BRCT PPI green,A350 autofl
COc1ccc(C(=O)N2CCC(C(=O)Nc3ccccc3OC)CC2)cc1,i,1.0%,i
CCOC(=O)c1[nH]c2cc(OC)c(OC)cc2c1NC(=O)c1nonc1C,/,-1.3%,/

Continuation:
SMILES	Caspase-1 inhib	USP2a inh	HEK293 cAMP cs	GFP derepression	Caspase-7 inhib	Fluorescein autfl	UbGFP stabilizer	BRCT PPI red	BRCT PPI green	4MU fluor	A350 autofl
CO[C@H]1[C@H](O[C@H]2O[C@@H](C)[C@@H](O[C@@H]3C[C@](C)(O)[C@H](OC(=O)CC(C)C)[C@H](C)O3)[C@@H](N(C)C)[C@@H]2O)[C@@H](CC=O)C[C@@H](C)[C@@H](O)/C=C\C=C/C[C@@H](C)OC(=O)C[C@H]1OC(C)=O	1%[25.7 µM]	61%[activator][17.1 µM]	11%[25.6 µM]	0%[20.6 µM]	0%[25.7 µM]	?	-4%[20.5 µM]	-0.8%[34.4 µM]	-2.1%[34.4 µM]	i	i
Cc1nc(NC2=NCN(CCCN3CCOCC3)CN2)nc2c(C)cccc12	-1%	4%	5%	9%	-1%	?	-1%	-0.8%	2.2%	?	?
Cc1cccc(N2CCN(C(=O)c3ccc(N4CCCC4=O)cc3)CC2C)c1 (stereo not drawn)	7%	11%	6%	-4%	0%	i	-3%	-1.4%	6.7%	i	i
COc1cccc(CNc2ccc(S(N)(=O)=O)cc2)c1OC	-1%	2%	20%	5%	0%	i	6%	1.0%	1.5%	i	i
COc1cccc(CC(NC(C)=O)C(=O)NC2CCN(c3nc(C)cc(C)c3C#N)CC2)c1OC (stereo not drawn)	1%	7%	-1%	-1%	5%	?	-5%	1.5%	-0.6%	8.6e-08M*	1.1e-07M*
COC(=O)c1cccc(NS(=O)(=O)c2cccs2)c1C	-1%	4%	2%	6%	0%	?	1%	0.5%	-0.1%	i	i
Cc1ccccc1CSc1nnc(C)n1N	2%	0%	-2%	2%	1%	?	6%	0.0%	-0.7%	i	i
OC(CCl)CCl	-4%	/	13%	/	-2%	/	/	0.2%	-0.8%	/	/
CC(c1cccnc1)N(CCN(C)C)C(=O)Nc1ccc(Cl)c(Cl)c1 (stereo not drawn)	-3%	/	6%	-2%	-1%	/	14%	-0.4%	0.3%	/	/
N#Cc1ccccc1-n1c(N)c(C(=O)N2CCCC2)sc1=S	-3%	0%	0%	0%	0%	i	/	-0.5%	-2.1%	i	i
CC(=O)Nc1ccc2c(c1)nc(CCNC(=O)c1ccccc1)n2C	2%	-4%	6%	-3%	0%	?	3%	1.5%	-1.0%	?	?
CCc1nc(N2CCN(C(=O)c3ccco3)CC2)c2oc3ccccc3c2n1	-3%	-12%	?	2%	-1%	?	4%	-1.0%	5.5%	?	?
Cn1c(=O)c2c(nc(CN3CCN(C(=O)c4ccco4)CC3)n2Cc2ccc(Cl)cc2)n(C)c1=O	-3%	29%	-5%	0%	-2%	?	-9%	-1.2%	4.6%	i	i
CC(=O)c1c(C)[nH]c(C(=O)N2CCN(c3ncccn3)CC2)c1C	0%	/	0%	2%	-2%	/	2%	1.1%	-1.9%	/	/
CS(=O)(=O)Nc1ccc(-c2n[nH]c(=S)n2-c2ccccc2)cc1	-1%	-3%	1%	0%	0%	i	4%	-1.5%	-2.0%	i	i
O=C(O)C1C2C=CC3(CN(C/C=C/c4ccccc4)C(=O)C13)O2 (stereo not drawn)	-1%	22%[7.66 µM]	5%[11.4 µM]	-2%	-1%	/	2%[9.17 µM]	-0.4%	2.3%	/	/
CC(=O)c1ccc(OCC(O)CN2CCN(CCO)CC2)cc1 (stereo not drawn)	-2%	/	-3%	/	0%	/	9%	-0.9%	-0.6%	/	/
CCN1C(=O)C2(Nc3ccccc3-c3nc4ccccc4n32)c2cc(OC)ccc21 (stereo not drawn)	-15%	3%	7.9µM*	-2%	-9%	i	4%	-0.4%	-2.4%	?	?
Cc1ccccc1C(=O)O	1%	/	6%	/	2%	/	/	2.0%	1.9%	/	/
Cc1cc(C)nc(NC(=O)c2cnc3sccn3c2=O)n1	0%	/	0%	/	-1%	/	-6%	-2.7%	-0.1%	/	/

From PubChem BioAssay

A portion of the library, so the mix of outcomes need not match the whole.
